# FBA Mtb inh – Mtb FBA enzyme inhibitors, primary screen, biochemical, fluorescence, strain H37Rv. Fructose-bisphosphate aldolase (Mycobacterium tuberculosis (strain ATCC 25618 / H37Rv)), …. purified M. tuberculosis FBA, fluorescence read-out. inhibition, % at 1 µM. 2.3% of 360,000 active; in the data active = inhibition above about 27%;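 note: 0% = vehicle and 100% = reference inhibitor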
# MazF activator – activators of E. coli MazEF toxin-antitoxin RNase, primary screen, biochemical, fluorescence, uHTS. 0.32% of 350,000 active. Endoribonuclease toxin MazF (Escherichia coli (strain K12)), P0AE70. FAM/BHQ RNA-DNA oligo cleavage fluorescence, 5 h. AID 504720, 2011. activation, % at 20 µM; in the data active = activation above about 50%
# Target sequence (P0AE70 whole entry, looked up): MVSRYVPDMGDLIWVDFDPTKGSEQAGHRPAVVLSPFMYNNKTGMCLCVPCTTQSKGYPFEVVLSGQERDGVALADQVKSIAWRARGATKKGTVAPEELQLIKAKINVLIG
# Rv3671c protease – Rv3671c serine protease inhibitors, primary screen, biochemical, fluorescence polarization, M. tuberculosis H37Rv; P9WHR9; inhibition, % at 5.96 µM; 0.048% of 320,000 active; AID 2606, 2010; in the data active = inhibition above about 38%;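 note: extracellular domain of Rv3671c used as enzyme; 0% = enzyme with DMSO and 100% = no enzyme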
# Target sequence (P9WHR9 whole entry, looked up, the tested form may be a part): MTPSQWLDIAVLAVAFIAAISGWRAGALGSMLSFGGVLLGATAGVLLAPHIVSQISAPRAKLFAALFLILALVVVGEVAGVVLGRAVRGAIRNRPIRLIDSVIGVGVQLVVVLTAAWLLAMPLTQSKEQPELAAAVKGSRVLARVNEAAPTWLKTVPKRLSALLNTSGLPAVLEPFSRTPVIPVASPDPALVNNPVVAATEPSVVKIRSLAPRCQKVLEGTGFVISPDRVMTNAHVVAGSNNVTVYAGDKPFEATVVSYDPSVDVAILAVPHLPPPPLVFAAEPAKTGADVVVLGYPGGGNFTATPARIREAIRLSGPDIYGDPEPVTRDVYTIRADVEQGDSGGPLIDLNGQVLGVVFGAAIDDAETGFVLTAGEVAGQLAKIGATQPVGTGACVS
# BioA inh – M. tuberculosis BioA enzyme inhibitors, primary screen, biochemical, plate reader, single point, HTS | 7,8-diaminopelargonic acid synthase BioA (Mycobacterium tuberculosis) | purified M. tuberculosis BioA enzyme | inhibition, % at 9.99 µM | 0.096% of 360,000 active | AID 602481, 2012; in the data active = inhibition above about 40%
# FadD28 FP inh – inhibitors of FadD28 bisubstrate probe binding, primary screen, biochemical, fluorescence polarization, single point | Mycobacterium tuberculosis FadD28 fatty-acid-AMP ligase | inhibition, % at 12.5 µM | 0.22% of 360,000 active | AID 588549, 2011; in the data active = inhibition above about 8.5%, passing the limit was not always enough
# GDH-TPI counter – GDH-TPI coupling enzyme inhibitors, primary screen, artefact control for M. tuberculosis FBA inhibitor project, biochemical, absorbance, full deck. GDH-TPI coupled enzyme counterscreen, NADH absorbance. inhibition, % at 4.8 µM. 1.2% of 360,000 active. AID 588335, 2011; in the data active = inhibition above about 30%;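 note: 0% = DMSO wells and 100% = wells lacking the enzyme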
# PrPC TRFRET – inhibitors of human cell surface prion protein PrPC, primary screen, cell-based, TR-FRET; TR-FRET read-out; inhibition, % at 13.8 µM; 0.43% of 370,000 active; in the data active = inhibition above about 24%; note: 0% = median of the test wells and 100% = reference compound wells
# BoNT F protease – BoNT/F light chain protease inhibitors, primary screen, biochemical, flow cytometry, MLPCN library. Multiplex microsphere protease cleavage assay. 0.22% of 360,000 active. Botulinum neurotoxin type F light chain protease (Clostridium botulinum). inhibition, % at 10 µM. AID 588497, 2011; in the data active = inhibition above about 35%, passing the limit was not always enough; note: plate controls were buffer without enzyme for full effect and enzyme alone for no effect
# Mtb UGM inh – M. tuberculosis UGM enzyme inhibitors, primary screen, biochemical, fluorescence polarization, single point | UDP-galactopyranose mutase (Mycobacterium tuberculosis (strain ATCC 25618 / H37Rv)), … | purified UGM, fluorescence polarization probe displacement | inhibition, % at 10 µM | 0.06% of 320,000 active | AID 504406, 2011; in the data active = inhibition above about 10%, passing the limit was not always enough
# Target sequence (P9WIQ1 whole entry, looked up): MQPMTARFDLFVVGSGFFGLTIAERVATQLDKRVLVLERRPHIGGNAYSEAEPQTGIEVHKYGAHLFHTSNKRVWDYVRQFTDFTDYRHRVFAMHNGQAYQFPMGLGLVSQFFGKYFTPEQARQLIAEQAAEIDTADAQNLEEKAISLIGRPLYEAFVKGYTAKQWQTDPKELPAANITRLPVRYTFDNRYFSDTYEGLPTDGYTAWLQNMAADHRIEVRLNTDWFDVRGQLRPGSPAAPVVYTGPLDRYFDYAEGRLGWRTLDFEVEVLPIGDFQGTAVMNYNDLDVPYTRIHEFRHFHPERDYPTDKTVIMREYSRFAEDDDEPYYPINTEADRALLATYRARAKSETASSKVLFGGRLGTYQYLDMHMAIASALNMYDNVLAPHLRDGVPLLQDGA
# An asterisk follows results filed as active; · = no result given; & = joins results of further samples.
SMILES,FBA Mtb inh,MazF activator,Rv3671c protease,BioA inh,FadD28 FP inh,GDH-TPI counter,PrPC TRFRET,BoNT F protease,Mtb UGM inh
CC(=O)N1c2ccc(S(=O)(=O)N3CCC(C(=O)Nc4cccc(F)c4)CC3)cc2CC1C (stereo not given),3,9,-8,9.6,-2.9,-12,11,-5,2.5
CC(=O)N[C@@H](Cc1c[nH]c2ccccc12)C(=O)NC1CC1,1,6,-4,-0.2,-1.3,-3,2,-24,-1.2
CN(C)C(=O)C(OC(=O)c1ccc2ccccc2n1)c1ccccc1 (stereo not given),4,4,3,-1.2,-5.0,-8,0,4,1.0
O=c1[nH]c2ccccc2cc1CN(CC1CCCO1)S(=O)(=O)c1ccc(Cl)cc1 (stereo not given),2,5,-9,-0.6,·,5,11,2,0.2
CCOC(=O)CN1C(=O)C2(OCCCO2)c2cc(Br)ccc21,-1,3,-1,0.6,-3.5,8,-1,4,1.8
O=C(Cn1c(=O)oc2cc(S(=O)(=O)N3CCCC3)ccc21)Nc1ccccc1Br,0,-26,11,0.2,-1.5,2,·,-5,-1.4
O=S(=O)(NC1c2cccc3cccc(c23)C1Sc1ncccn1)c1ccccc1 (stereo not given),1,-1,-16,·,-8.8,-3,1,1,-1.2
C[N+](C)(C)CCCCCC[N+](C)(C)C,-1,-2,-2,-0.6,-4.6,-9,8,3,0.9
Nc1nonc1C(=O)NCCNCc1c(OCc2ccccc2F)ccc2ccccc12,1,59*,-8,0.1,-3.4,2,-16,-9,2.4
CN(C(=O)COC(=O)/C=C/c1ccc(C(F)(F)F)cc1)c1c(N)n(Cc2ccccc2)c(=O)[nH]c1=O,0,6,-5,-0.9,-2.6,-6,-6,8,3.0

# Individual results from the entries so far:
# `CN(C(=O)COC(=O)/C=C/c1ccc(C(F)(F)F)cc1)c1c(N)n(Cc2ccccc2)c(=O)[nH]c1=O` in GDH-TPI counter is entered as -6
# `Nc1nonc1C(=O)NCCNCc1c(OCc2ccccc2F)ccc2ccccc12` in Rv3671c protease is entered as -8
# `O=S(=O)(NC1c2cccc3cccc(c23)C1Sc1ncccn1)c1ccccc1` (stereo not given) in Mtb UGM inh is entered as -1.2
# `CC(=O)N1c2ccc(S(=O)(=O)N3CCC(C(=O)Nc4cccc(F)c4)CC3)cc2CC1C` (stereo not given) in FBA Mtb inh is entered as 3
# `C[N+](C)(C)CCCCCC[N+](C)(C)C` in GDH-TPI counter is entered as -9
# `CC(=O)N[C@@H](Cc1c[nH]c2ccccc12)C(=O)NC1CC1` in GDH-TPI counter is entered as -3
# `CCOC(=O)CN1C(=O)C2(OCCCO2)c2cc(Br)ccc21` in BioA inh is entered as 0.6

# Later entries.
SMILES,FBA Mtb inh,MazF activator,Rv3671c protease,BioA inh,FadD28 FP inh,GDH-TPI counter,PrPC TRFRET,BoNT F protease,Mtb UGM inh
COc1ccc(NC(=O)CSc2nnc(-c3ccccc3Cl)n2Cc2ccco2)c(OC)c1,1,-11,-5,1.7,-1.8,4,13,-13,0.8
O=C(CSc1nnnn1-c1ccc2c(c1)OCCO2)N1CCc2ccccc21,3,-2,-1,-0.1,0.0,8,-6,-11,-2.5
CC1(C(=O)NCc2ccc(C(F)(F)F)cc2)CCN1Cc1c(F)cccc1F (stereo not given),-1,·,·,5.5,-2.5,4,11,-6,·
COc1ccccc1OCC(=O)NC1CCCCCCC1,3,3,6,-1.3,-0.9,5,0,3,-2.7
CC(Oc1ccc(Cl)cc1)C(=O)/C=C/N(C)C (stereo not given),0,12,-14,0.0,-0.8,6,0,2,-0.5
CCc1ccc(NC(=O)CS(=O)CC(=O)NCC2OCCc3ccccc32)cc1 (stereo not given),-3,-4,1,1.2,-0.4,-2,-6,11,1.3
CC(=O)c1cccc(Nc2cc(C)nc3c(C)cccc23)c1,1,-2,4,·,-3.0,5,-7,-2,-2.7
CO/N=C/c1ccc(Oc2ccc(C)cc2)nc1,6,-2,-2,-1.0,-1.4,6,-3,-13,0.5
O=C(CN1C(=O)NC2(CCOc3ccccc32)C1=O)NCc1ccc(F)cc1 (stereo not given),3,2,2,4.1,-3.2,6,3,-2,-1.3
COc1ccc(NC(=O)NC2(C(=O)N3CCCCCC3)CCCCC2)cc1,2,1,0,-3.9,-1.5,6,1,-36,0.8
C[C@@H]1CN([C@H](C)CO)C(=O)CCCn2nncc2CO[C@H]1CN(C)S(=O)(=O)c1ccccc1F,2,-13,·,1.2&0.7,-2.3,-11,-2,-2,·
COc1cccc(CC(=O)NCC2(N3CCCCC3)CCCCC2)c1,-1,0,10,·,-2.7,3,-1,-11,-0.6
CCOC(=O)c1c(C=O)c(C)n(Cc2ccccc2)c1C,-2,-5,-4,9.0,-2.9,-4,-4,10,4.6
COc1ccc(-c2cn[nH]c2-c2ccc(O)cc2O)cc1OC,-1,9,3,-0.3,-0.6,2,-5,33,-0.6
OCc1ccccc1-c1nc(NCC2CC2)nc2ccsc12,72*,·,·,0.1,-1.4,10,2,-2,·
COc1ccccc1NC(=O)C(=O)NNC(=O)COc1ccc2ccccc2c1,2,·,-9,1.3,-2.4,2,-6,0,0.4
Cc1ccc(S(=O)(=O)CNC(=S)c2ccc3ccccc3c2)cc1,-1,1,-17,-0.7,0.7,8,-3,1,-0.7
CCN(CC)CCN1Cc2ccccc2C1=N,0,0,3,3.4,0.7,11,3,7,-2.0
CC(C)Cc1nnc(NC(=O)C2CSC3(C)CCC(=O)N23)s1 (stereo not given),-1,5,7,-0.6,-2.3,-5,0,6,-2.4
Cc1nc2ccc(S(=O)(=O)NCC(=O)NCc3ccc4c(c3)OCO4)cc2s1,4,5,3,-0.3,0.3,5,1,1,-0.9
COc1ccc(C2Oc3ccccc3N2C(C)=O)cc1 (stereo not given),9,7,-4,2.3,1.1,-10,4,2,-1.6
COc1ccc(NC(=S)N2CCN(S(=O)(=O)c3ccccc3)CC2)cc1OC,1,3,·,-2.4,0.2,1,5,0,1.9
C/C(Cl)=C/Cn1c(SCCN2CCOCC2)nc2c1c(=O)[nH]c(=O)n2C,2,-8,0,-0.3,-4.6,-9,8,-6,-0.9
CCOP(=S)(OCC)C(O)CCCCCn1c(=O)c(F)cn(C2CCCO2)c1=O (stereo not given),0,7,1,-1.5,-3.0,6,6,6,-1.0
O=c1[nH]c(N/N=C\c2ccc3c(c2)OCO3)nc2ccccc12,15,10,12,-0.4,-2.2,29,-6,-3,-0.8
Cc1cc(C(=O)OCC(=O)Nc2cccnc2Cl)c2ccccc2n1,-2,-1,3,·,-5.1,2,-5,2,-0.3
Cc1onc(C(=O)NCCc2ccccc2)c1[N+](=O)[O-],0,0,0,-0.7,-2.8,-5,1,0,-3.0
O=C(CCN1C(=O)S/C(=C\c2ccccc2)C1=O)NC1CCS(=O)(=O)C1 (stereo not given),-3,6,4,-1.2,-1.9,36*,1,-4,-2.5
Cc1c(N)cc2c(c1N)C(C)(C)CC2(C)C,0,-7,·,3.7,-1.5,0,-6,-4,·
O=C(NCc1ccco1)C(c1ccccc1F)N(Cc1cccnc1)C(=O)Cn1nnc2ccccc21 (stereo not given),2,-2,11,11,-2.4,9,6,-11,1.5
CCOc1ccccc1Nc1nnc(SCC(=O)NCC2CCCO2)s1 (stereo not given),1,-1,11,·,-1.1,0,-3,4,-6.2
CCOc1cc(NC(=O)c2cccs2)c(OCC)cc1NC(=O)c1cccnc1,-2,-1,3,0.3,0.2,3,6,-8,1.0
COc1ccc(C(=O)OCC(=O)N(C)C2CCS(=O)(=O)C2)cc1S(=O)(=O)N1CCCc2ccccc21 (stereo not given),-1,0,-6,·,-1.2,-4,-4,-2,1.3
COc1cccc(-c2nc(CS(=O)(=O)CC(=O)Nc3cccc(C)c3C)c(C)o2)c1,1,6,0,-1.4,-0.5,-2,2,-7,-3.0
O=C(NC1CCc2ccccc21)C1CCN(S(=O)(=O)c2ccc(Cl)cc2)CC1 (stereo not given),-5,0,-3,·,-1.7,9,5,-2,1.0
c1ccc2c(c1)OCC(c1csc3ncnc(N4CCCCC4)c13)O2 (stereo not given),-5,-9,6,1.1,-3.5,4,-4,4,0.5
O=C(NCc1ccc(OC(F)(F)F)cc1)c1cccc2c1C(=O)c1ccc(N3CCCC3)cc1S2(=O)=O,4,-631,-3,-0.2,-0.1,2,3,6,4.2
COCCNC(=O)CN1C(=O)NC2(CCOc3ccccc32)C1=O (stereo not given),5,-24,-7,-2.1,-0.6,-7,10,10,1.4
Cc1c(Cl)cnc(NC(=O)COC(=O)c2nn(C)c(=O)c3ccccc23)c1Cl,-2,8,-7,·,-1.4,8,5,-4,1.1
CCOC(=O)C1(C)CCCN(C(=O)c2ccc(OC)cc2)C1 (stereo not given),-3,·,·,-1.3,-0.7,9,8,-2,·

# Only FadD28 FP inh, for five of the compounds above:
SMILES,FadD28 FP inh
O=C(NCc1ccco1)C(c1ccccc1F)N(Cc1cccnc1)C(=O)Cn1nnc2ccccc21 (stereo not given),-2.4
CCOc1ccccc1Nc1nnc(SCC(=O)NCC2CCCO2)s1 (stereo not given),-1.1
CCOc1cc(NC(=O)c2cccs2)c(OCC)cc1NC(=O)c1cccnc1,0.2
COc1ccc(C(=O)OCC(=O)N(C)C2CCS(=O)(=O)C2)cc1S(=O)(=O)N1CCCc2ccccc21 (stereo not given),-1.2
COc1cccc(-c2nc(CS(=O)(=O)CC(=O)Nc3cccc(C)c3C)c(C)o2)c1,-0.5

# Rewritten with bars between the fields: 3 of the compounds above
SMILES | FBA Mtb inh | MazF activator | Rv3671c protease | BioA inh | FadD28 FP inh | GDH-TPI counter | PrPC TRFRET | BoNT F protease | Mtb UGM inh
COCCNC(=O)CN1C(=O)NC2(CCOc3ccccc32)C1=O (stereo not given) | 5 | -24 | -7 | -2.1 | -0.6 | -7 | 10 | 10 | 1.4
CCOc1cc(NC(=O)c2cccs2)c(OCC)cc1NC(=O)c1cccnc1 | -2 | -1 | 3 | 0.3 | 0.2 | 3 | 6 | -8 | 1.0
COc1ccc(C(=O)OCC(=O)N(C)C2CCS(=O)(=O)C2)cc1S(=O)(=O)N1CCCc2ccccc21 (stereo not given) | -1 | 0 | -6 | · | -1.2 | -4 | -4 | -2 | 1.3

# Continued:
SMILES,FBA Mtb inh,MazF activator,Rv3671c protease,BioA inh,FadD28 FP inh,GDH-TPI counter,PrPC TRFRET,BoNT F protease,Mtb UGM inh
CN(C)S(=O)(=O)c1cccc(COC(=O)CN2C(=O)NC3(CCCC3)C2=O)c1,-2,5,-2,2.5,0.7,0,-5,-7,1.4
CC(C)(CSc1ncccn1)NS(=O)(=O)c1ccccc1,-3,10,0,12,-2.3,0,15,-1,2.2
CCOC(=O)c1ccccc1NC(=O)COc1ccccc1,4,2,-5,0.8,0.3,-11,-2,2,-2.6
CC1CCCCN1CCCNC(=O)C1CCN(c2nc3ccccc3o2)CC1 (stereo not given),1,2,-2,-0.7,-0.5,4,-4,-10,1.9
O=C(Cn1nnc2c(cnn2-c2ccccc2)c1=O)N1CCN(c2ccccc2F)CC1,4,9,-6,-2.2,0.6,11,0,4,-2.7
CCC1CCCCN1S(=O)(=O)c1ccc(NC(=O)C2CC(=O)N(C(C)(C)C)C2)cc1 (stereo not given),-1,-2,·,0.5,-3.2,11,-2,-17,·

# Bioassay records from PubChem BioAssay.

# Hits appear at their usual frequency (roughly 4.8% active in at least one column).
